Screening results from PubChem BioAssay.
PDI inh: inhibitors of human PDI, primary screen, biochemical, turbidity, single point, plate reader; Protein disulfide-isomerase (Homo sapiens), P07237; PDI insulin aggregation turbidity, A650, 90 min; inhibition, % at 10 µM; hit rate 0.052% among 350,000;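 active = mean inhibition across replicates of 30% or more, whatever share of single replicates reach that level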;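 note: absorbance from insulin aggregation driven by PDI reduction with DTT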
Target sequence (P07237 whole entry, looked up): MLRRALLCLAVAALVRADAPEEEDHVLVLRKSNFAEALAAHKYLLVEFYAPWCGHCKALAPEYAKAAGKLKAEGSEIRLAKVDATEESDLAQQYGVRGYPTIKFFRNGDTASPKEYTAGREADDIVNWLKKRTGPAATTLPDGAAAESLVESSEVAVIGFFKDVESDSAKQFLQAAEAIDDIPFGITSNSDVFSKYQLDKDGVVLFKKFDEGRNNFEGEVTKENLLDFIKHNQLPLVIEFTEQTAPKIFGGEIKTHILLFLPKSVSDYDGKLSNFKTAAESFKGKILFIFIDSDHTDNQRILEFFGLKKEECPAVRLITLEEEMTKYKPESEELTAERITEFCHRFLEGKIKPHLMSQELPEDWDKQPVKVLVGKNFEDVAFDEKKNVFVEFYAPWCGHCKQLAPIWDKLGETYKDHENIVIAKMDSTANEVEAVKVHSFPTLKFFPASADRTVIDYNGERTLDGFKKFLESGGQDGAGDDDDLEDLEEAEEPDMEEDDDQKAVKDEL
MC4R antagonist: MC4R antagonists of cAMP signaling, primary screen, cell-based, TR-FRET, antagonist arm of biased-ligand search; Melanocortin receptor 4 (Homo sapiens), P32245; MC4R-expressing cells, MTII-stimulated cAMP, LANCE TR-FRET; inhibition, % at 6.5 µM; hit rate 0.48% among 360,000;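 active = inhibition above its plate's cutoff, the mean of tested wells on that plate plus 3 SD, cut at about 29% in these data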;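 note: 0% = Melanotan II alone and 100% = Melanotan II plus saturating MCL0020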
Target sequence (P32245 whole entry, looked up): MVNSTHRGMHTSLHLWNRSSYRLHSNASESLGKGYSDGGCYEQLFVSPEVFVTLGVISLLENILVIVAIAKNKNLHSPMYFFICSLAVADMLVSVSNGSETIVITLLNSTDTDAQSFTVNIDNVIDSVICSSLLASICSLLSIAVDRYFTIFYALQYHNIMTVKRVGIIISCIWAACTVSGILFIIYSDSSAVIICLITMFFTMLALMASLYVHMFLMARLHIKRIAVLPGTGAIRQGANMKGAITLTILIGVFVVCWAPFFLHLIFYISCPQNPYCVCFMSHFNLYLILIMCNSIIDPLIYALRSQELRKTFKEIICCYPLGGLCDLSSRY
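Material: U2OS-MC4R stable cell line | Reagent: Melanotan II challenge after compound preincubation | Doses: One concentration, 6.5 µM nominal | Incubation: 30-min compound preincubation, 1-h Melanotan II challenge, 1-h detection, room temperature | Signal: TR-FRET cAMP assay | Replicates: One well per compound, no replicates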
N-glyco inh: increase of ERlucT glycosylation luciferase signal, primary screen, N-linked glycosylation inhibitor project, D54 ERlucT cells, luminescence, set 2. hit rate 0.23% among 360,000. AID 588692, 2011. reporter increase, % at 12.5 µM. D54 ERlucT glycosylation luciferase reporter, 24 h; percent of 100 nM tunicamycin response;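 active = mean luciferase reporter signal, scaled so untreated is 0 and the glycosylation-blocking control 100, at or above a set limit in every replicate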;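 note: luciferase carries N-glycosylation sites so blocking glycosylation raises the light; 0% = median of neutral control wells and 100% = median of 100 nM tunicamycin wells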
CaV13 FRET inh: Primary screen for inhibitors of IQ motif and Ca2+-dependent inactivation inhibitor domain binding in CACNA1D, Förster resonance energy transfer in living cells, …; HEK cells, CFP/YFP FRET ICDI-IQ, plate reader, 10 min; percent FRET-ratio fall versus neutral wells; inhibition, % at 12.3 µM; hit rate 0.098% among 340,000;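 active = mean replicate inhibition of at least 30% and at least 1% of replicates passing that level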;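 note: 0% = median of the neutral control wells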
ABCB6 inh MLPCN: ABCB6 transporter inhibitors, primary screen, K562-ABCB6 cells, flow cytometry, MLPCN library; hit rate 0.19% among 360,000; ATP-binding cassette sub-family B member 6 (Homo sapiens), Q9NP58; K562-ABCB6 porphyrin accumulation, 1 h; stronger effect = lower value; AID 602162, 2011; fluorescence ratio to DMSO, % at 10 µM;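 active = fluorescence ratio to DMSO below 75%, the collection mean minus 3 SD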;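 note: signal is porphyrin accumulated inside mitochondria; 100% equals median channel fluorescence of DMSO control wells; lower ratio means ABCB6 inhibition with less porphyrin fluorescence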
Vif imaging: HIV Vif self-association inhibitors, primary screen, imaging, HEK293T, single point; HEK293T cells, Vif self-association by quenched fluorescence, 24 h; inhibition, % at 7.49 µM; hit rate 0.35% among 340,000; in the data active = inhibition above about 50%, passing the limit was not always enough; note: some results filed as inactive read as strong as hits
Cardio protect: cardioprotection against H2O2-induced cell death, primary screen, uHTS, H9c2 cells, ATPLite luminescence; protection from H2O2 cell death, % at 20 µM; hit rate 0.63% among 360,000; H9c2 cardiomyocytes, H2O2 injury protection, 2 h;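 active = compounds giving at least 50% protection of heart cells from peroxide-induced death in the single-dose screen, raw or plate-pattern-corrected value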;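 note: 0% = DMSO wells with peroxide and 100% = DMSO wells without peroxide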
aDG glyco act: activators of alpha-DG glycosylation, primary screen, uHTS, Pro5-aDG cells, AlphaScreen; alpha-DG glycosylation AlphaScreen (IIH6); 0% Pro5, 100% B10-LARGE cell signal; activation, % at 10 µM; hit rate 0.22% among 360,000; AID 624168, 2012;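 active = activation of at least 8% versus controls, or a plate z-score of at least 8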;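 note: Pro5 are CHO cells carrying HIG-tagged alpha-DG that lacks glycosylation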
MC4R ag barr: MC4R agonists recruiting beta-arrestin, primary screen, cell-based, luminescence, agonist arm of biased-ligand search; AID 540308, 2011; U2OS MC4R beta-arrestin complementation; percent of melanotan II response, DMSO zero; activation, % at 8.9 µM; Melanocortin receptor 4 (Homo sapiens), P32245; hit rate 0.98% among 360,000;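 active = activation above a per-plate cutoff, the mean activation of sample wells on that plate plus 3 SD, cut at about 8% in these data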
HTR2A ag: mouse Htr2a agonists via beta-arrestin recruitment, primary screen, cell-based, luminescence; activation, % at 7.6 µM; hit rate 0.66% among 360,000; 5-hydroxytryptamine receptor 2A (Mus musculus), P35363; CHO-K1 mHTR2A beta-arrestin complementation; percent of 30 µM serotonin response;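 active = activation above a run cutoff, the mean activation of all tested compounds plus 3 SD, cut at about 14% in these data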;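 note: 0% = plate median of compound wells and 100% = 30 µM serotonin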
The depositor's hits bear a star; nt = not tested or not shown.

Start of the listing, in advance:
SMILES	PDI inh	MC4R antagonist	N-glyco inh	CaV13 FRET inh	ABCB6 inh MLPCN	Vif imaging	Cardio protect	aDG glyco act	MC4R ag barr	HTR2A ag
Fc1cc(F)c2nc(Nc3nc4c(F)cccc4s3)sc2c1	4	2	-3	11	90	-3	-19	0.0	1.0	0
CCC(C)[C@H](NC(=O)N1CC(=O)Nc2ccccc21)C(=O)N1CCC[C@H]1C(=O)O (stereo partly specified)	nt	4	-1	nt	100	-7	5	0.1	-1.7	7

Main list (from the top)
SMILES	PDI inh	MC4R antagonist	N-glyco inh	CaV13 FRET inh	ABCB6 inh MLPCN	Vif imaging	Cardio protect	aDG glyco act	MC4R ag barr	HTR2A ag
Fc1cc(F)c2nc(Nc3nc4c(F)cccc4s3)sc2c1	4	2	-3	11	90	-3	-19	0.0	1.0	0
CCC(C)[C@H](NC(=O)N1CC(=O)Nc2ccccc21)C(=O)N1CCC[C@H]1C(=O)O (stereo partly specified)	nt	4	-1	nt	100	-7	5	0.1	-1.7	7
CCn1c(C(=O)O)c(CC(=O)N(C)c2ccc(OC)cc2OC)c2ccccc21	2	20	-2	-1	100	-2	7	0.5	0.5	-2
O=C(Nc1ccncc1)c1cc(F)cc(F)c1	7	11	-2	nt	98	-4	-4	-0.1	2.5	-2
Cc1ccc(C(=O)OCC(=O)Nc2ccc(Cl)cn2)cc1S(=O)(=O)N1CCOCC1	3	3	4	-5	100	0	0	-0.2	-3.1	-1
CCC(Sc1nc(N)c(NC(=O)c2ccc(OC)c(OC)c2)c(=O)[nH]1)C(=O)OC (stereo unspecified)	nt	13	3	-7	98	-1	0	0.0	1.4	-9
CN1CCN(C(=O)C2=NOC3(C2)C(=O)Nc2ccccc23)CC1 (stereo unspecified)	nt	nt	nt	-8	99	nt	nt	0.4	nt	4
Oc1ccc(N=Cc2cc(Br)c(N3CCOCC3)o2)cc1	1	15	2	5	102	13	4	-0.2	1.6	4
CC1=C(C(=O)Nc2ccccc2)C(c2ccc(N(C)C)cc2)NC(=O)N1 (stereo unspecified)	-3	11	-1	-1	115	6	1	-0.1	-0.7	8
O=C1Nc2ccccc2SC(c2ccccc2)C1O (stereo unspecified)	-12	2	0	-8	104	nt	-4	-0.2	0.0	-2
Oc1ccccc1C1=NN(c2ccccc2)C(c2ccccc2)C1 (stereo unspecified)	-2	13	0	-15	95	-5	-13	1.1	-0.4	5
COC(=O)CSc1nc(-c2cccs2)ccc1C#N	-3	4	-2	-7	103	-4	0	0.1	-4.2	3
Cc1ccc(S(=O)(=O)NNC(=O)c2cnn(-c3ccccc3)c2C(F)(F)F)cc1	-1	7	-2	4	97	-6	0	-0.1	0.1	-1
Cc1ccc2c(c1)c1c3n2CCCNC3CCC1 (stereo unspecified)	22	-7	-1	-6	109	14	7	0.2	0.2	1
Cc1cc(C)nc(N/N=C/c2c(C)oc3ccccc23)n1	-4	17	0	-4	91	2	-3	0.2	-1.2	-3
CCc1ccc(NC(=S)Nc2ccc3cn[nH]c3c2)cc1	-12	9	7	-5	90	11	-17	0.0	-3.0	5
O=C(Oc1ccccc1)c1ccc(NC(=O)c2ccco2)cc1	-156	3	-3	-3	98	-2	-10	0.2	1.6	1
Nc1nc(CN2CCN(c3ccccn3)CC2)nc(Nc2ccc(Cl)cc2)n1	9	4	5	-4	97	-19	17	0.6	-2.8	15*
COCCNC(=O)c1ccc(-n2c(SCc3cc(F)ccc3F)nc3ccccc3c2=O)cc1	16	7	-6	-10	98	-1	3	0.0	12*	2
CCc1cc(=O)oc2cc(C)cc(OC(C)C(=O)NCCN3CCOCC3)c12 (stereo unspecified)	5	1	0	-3	95	-6	4	-0.1	-2.8	3
CN(C)S(=O)(=O)c1cccc(NC(=O)COc2ccc(S(=O)(=O)N3CCOCC3)cc2Cl)c1	-5	5	0	-6	94	26	-1	-0.1	-2.4	-6
COc1cc(NC(C)=O)c2ncccc2c1Br	-4	-1	0	-6	96	34	15	-0.2	-0.4	-1
Cc1ccc(NC(=O)CSc2ccc(-c3ccco3)nn2)cc1	3	-7	1	-2	96	-1	-6	0.1	-1.4	5
Cn1cnc(S(=O)(=O)N2CCN(C(c3ccccc3)c3ccccc3)CC2)c1	-6	2	1	-2	100	11	-4	-0.3	1.1	0
Cc1oc(C(=O)O)cc1CSc1nnc(-c2ccccc2)n1C	-1	9	1	-4	100	-10	1	-0.1	1.3	13

(further entries)
SMILES	PDI inh	MC4R antagonist	N-glyco inh	CaV13 FRET inh	ABCB6 inh MLPCN	Vif imaging	Cardio protect	aDG glyco act	MC4R ag barr	HTR2A ag
COc1ccc(-c2ccc3oc(-c4ccc(OC)cc4)c(-c4ccc(OC)cc4)c3c2)cc1	-1	1	-1	-11	93	-3	-4	-0.4	-0.1	10
Cc1ccc(S(=O)(=O)c2nc(S(=O)(=O)CCO)sc2N2CCOCC2)cc1	6	1	-4	-3	98	17	6	0.0	0.0	1
Nc1c(C(=O)N2CCCCC2)sc(=S)n1-c1ccccc1	8	1	-1	-7	100	8	2	0.0	-2.7	3
CCc1ccccc1NC(=S)NCCSc1ccc(Cl)cc1	-3	13	-1	-20	90	-5	-26	1.0	-0.2	1
N#CCC(=O)N1CCN(C=O)CC1	11	0	1	0	97	0	5	0.4	2.7	10
CS(=O)(=O)N(CC(=O)Nc1c(F)cccc1F)c1cccc([N+](=O)[O-])c1	-2	1	-2	nt	102	nt	7	-0.1	-1.5	-7
COc1ccc(C(=O)N2CCN(c3ccc([N+](=O)[O-])c(NCCc4ccc(OC)c(OC)c4)c3)CC2)cc1	-25	-5	-4	-5	88	-24	-9	2.7	-2.5	3
Cc1cccc(-n2ncc3c2CCCC3NC(=O)Cc2c(C)noc2C)c1C (stereo unspecified)	0	8	-1	-5	95	-19	-13	1.5	0.2	-2
O=C(CN1C(=O)NC2(CCCC2)C1=O)Nc1cccc(-c2nnc3n2CCCCC3)c1	7	6	0	-1	103	9	-5	0.0	-0.7	3
CCOc1ccc2nc(-c3cc(NC(C)=O)ccc3O)sc2c1	-1	8	-1	0	104	-6	2	0.3	3.6	-2
COc1cccc(N(CC(=O)N/N=C(\C)c2cccs2)S(C)(=O)=O)c1	-3	-3	0	-6	98	-7	2	-0.1	-0.8	2
CCc1nc2ccc(C(=O)Nc3ccc(C(N)=O)cc3)cn2c1N(C)CCC(C)C	-17	8	0	-7	92	-7	7	0.1	0.2	-5
Cc1ccc(C)c(NS(=O)(=O)c2cc(Br)cnc2N)c1	-6	5	0	-5	106	-3	-15	-0.1	2.9	3
CC(=O)c1ccc(N2CCN(S(=O)(=O)c3ccc4c(c3)C(Cl)(Cl)C(=O)N4)CC2)cc1	23	5	11	-7	96	-16	3	-0.2	5.2	5
C=C(C)CSc1cc(C)c(C#N)c2nc3ccccc3n12	-22	1	0	-8	101	4	-19	0.1	-0.9	4
CC1Cc2ccccc2N1CC(=O)NC(c1ccccc1)c1ccccc1 (stereo unspecified)	0	14	-5	-17	98	7	-2	-0.4	-0.1	-1
CC(=O)Nc1ccc(NC(=O)CCCSc2nc3ccccc3s2)cc1	0	-1	1	4	97	-18	-5	0.0	-0.1	0
O=C(CNC(=O)c1ccc(Cl)cc1Cl)OCC(=O)N1CCCC1	2	22	3	-2	101	23	-3	0.1	-1.5	5
CC1(c2nnc(-c3ccc(Cl)cc3)o2)CC(c2cccnc2)=NO1 (stereo unspecified)	-5	3	1	-11	94	-4	-3	-0.3	0.1	3
O=C(CNC(=O)c1ccccc1Cl)NCC(c1cccs1)N1CCOCC1 (stereo unspecified)	-12	8	-1	-4	108	-10	3	0.2	1.1	-8
O=C(O)c1ccccc1C(=O)Nc1ccc(Oc2cccc3ccccc23)cc1	-2	7	0	-2	92	21	4	-0.3	1.1	0
CCCCCC(=O)Nc1ccc(C(=O)COC(=O)Cn2cnc3c2c(=O)n(C)c(=O)n3C)cc1	-8	3	-1	-6	93	-3	-1	0.1	-2.9	3
CCCCc1ccc(NC(=S)N2CCCC(C)C2)cc1 (stereo unspecified)	-3	9	-1	-6	103	-7	-20	0.7	0.0	0
CC1CCN(C(=O)CN2C(=O)NC(C)(c3ccc4ccccc4c3)C2=O)CC1 (stereo unspecified)	-7	5	8	-5	98	5	-8	-0.1	-3.7	1
O=Cc1cc(Cl)ccc1OCCN1CCC(Cc2ccccc2)CC1	9	3	-2	-2	95	-1	-11	0.0	3.5	-8

Going on with the list:
SMILES	PDI inh	MC4R antagonist	N-glyco inh	CaV13 FRET inh	ABCB6 inh MLPCN	Vif imaging	Cardio protect	aDG glyco act	MC4R ag barr	HTR2A ag
Cc1ccc(C(=O)NC2CCN(CC(=O)Nc3ccccc3Cl)CC2)cc1	-3	-5	0	-5	97	4	2	0.0	-2.0	0
O=C(NC(=S)Nc1nc(-c2ccc(Cl)cc2)cs1)c1cccs1	-1	19	1	-4	103	2	-12	0.0	-3.1	-2
CS(=O)(=O)Nc1ccc(C(=O)NCc2ccco2)cc1	2	8	3	-8	98	1	4	-0.1	0.0	2
COc1cccc(CN2CC(C(=O)N3CCCCCC3)CCC2=O)c1 (stereo unspecified)	-15	-5	2	nt	95	-3	-1	-0.2	-2.4	-3
CC(C)c1nnc(NC(=O)CS(=O)(=O)Cc2ccccc2)s1	-5	5	2	-6	100	-5	10	-0.1	-0.8	-3
Cc1ccc(-n2nnnc2SCc2ccccn2)cc1C	-6	-2	-1	-5	95	-2	-16	0.0	-2.2	4
O=c1c2ccccc2nc(-c2ccccc2)n1Cc1ccc(Cl)cc1	-3	-1	-1	-4	78	1	-2	0.3	5.4	9
O=C(COc1ccc(Cl)cc1Cl)N1CCN(c2ccccn2)CC1	-5	8	0	-3	93	-2	-6	0.2	-2.7	-3
CN1CCN(c2ccc(S(=O)(=O)N3CCOCC3)cc2NC(=O)Cc2ccccc2F)CC1	12	0	3	-3	91	0	1	0.0	-1.1	1
O=C(Nc1ccc(OC(F)F)cc1)c1ncc(Cl)c(Cl)c1Cl	-3	8	3	7	102	-14	3	-0.1	0.7	4
O=C(NCC1CCCO1)C(=O)N/N=C/c1cc(Cl)ccc1O (stereo unspecified)	-13	9	2	-2	98	1	44	0.1	-2.2	-8
O=C(CSc1nnc(-c2ccco2)n1-c1ccccc1)N1CCN(C(=O)c2ccco2)CC1	6	14	-1	nt	92	6	19	0.0	1.0	1
CCOc1ccc(NC(=O)CSc2nnc(-c3ccco3)n2N)cc1	2	-7	0	-7	107	3	4	-0.3	-0.7	2
COC(=O)[C@H](C)NC(=O)Nc1ccc(S(N)(=O)=O)cc1	-13	11	3	nt	90	11	0	-0.2	-0.3	-3
